# Screening data as filed in PubChem BioAssay.
# B2AR arrestin: qHTS assay of beta-arrestin-biased ligands of beta2-adrenergic receptor; Beta-2 adrenergic receptor (Homo sapiens), P07550; beta-arrestin recruitment to beta2AR, cell-based reporter; Potency, µM (highest dose often 46.1 µM), for the others: top-dose activation, hits mostly activators; actives 0.02% (n = 330,000);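 further: potency means the concentration at half of the fitted maximal effect; 0% = DMSO controls and full agonism = EC100 isoproterenol or metaproterenol; nearly all actives have a fitted effect of over 65% in size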
# Target sequence (P07550 whole entry, looked up): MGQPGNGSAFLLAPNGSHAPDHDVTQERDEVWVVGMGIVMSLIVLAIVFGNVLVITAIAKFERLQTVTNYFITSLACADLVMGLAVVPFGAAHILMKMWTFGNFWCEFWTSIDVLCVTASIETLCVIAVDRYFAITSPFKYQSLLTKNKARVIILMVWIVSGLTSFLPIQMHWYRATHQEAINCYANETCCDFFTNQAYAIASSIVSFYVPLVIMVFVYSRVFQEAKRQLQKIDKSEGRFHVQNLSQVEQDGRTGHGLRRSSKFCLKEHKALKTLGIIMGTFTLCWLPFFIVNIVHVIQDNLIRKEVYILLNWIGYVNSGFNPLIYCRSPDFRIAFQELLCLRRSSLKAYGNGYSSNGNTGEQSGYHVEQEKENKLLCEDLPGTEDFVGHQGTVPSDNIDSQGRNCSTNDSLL
# GALK inhibitor: qHTS Assay for Inhibitors of Human Galactokinase (GALK); P51570; Purified GALK, Kinase-Glo residual ATP luminescence; Potency, µM (doses to about 57.5 µM), inactives show top-dose activity change, negative = inhibition, hits mostly inhibitors; actives 0.007% (n = 270,000); AID 1868, 2009; further: potency means the concentration at half of the fitted maximal effect
#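 Luminescence from leftover ATP (Ultra-Glo luciferase/luciferin) served as read-out after a 1 h room-temperature reaction of 5 nM GALK with 35 uM ATP and 100 uM galactose.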
# Eya2 inh: qHTS Assay for Inhibitors of the Phosphatase Activity of Eya2; Potency, µM (top dose mostly 76.9 µM), for the others: top-dose activity, negative = inhibition, usual class: inhibitors; AID 488837, 2010; actives 0.006% (n = 330,000); Protein phosphatase EYA2 (Homo sapiens), O00167; recombinant Eya2, OMFP fluorescence dephosphorylation (OMFP is methylfluorescein phosphate); further: potency means the concentration at half of the fitted maximal effect
#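 Eya2 protein (added as 0.2 uM solution) was preincubated with compound for 10 min at ambient temperature in 50 mM HEPES pH 7.5, 50 mM NaCl, 5 uM MgCl2, 0.05% BSA, 1 mM DTT. OMFP (added at 50 uM) then reacted 10 min; fluorescence read at 485/525 nm.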
# FBPA coupling cs: qHTS Assay for Inhibitors of Fructose-1,6-bisphosphate Aldolase from Giardia Lamblia: Coupling assay counterscreen | coupling enzyme system counterscreen, AmpLite Red fluorescence | actives 0.67% (n = 290,000) | activity change, negative = inhibition, % at 58.2 µM, hits read low; in the data active means activity change below about -30%
#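 Counterscreen of the coupled detection system alone, without aldolase: glyceraldehyde-3-phosphate coupling enzymes plus AmpLite Red readout. Compounds at 57.5 uM final, 10 min RT preincubation, 20 min RT reaction, fluorescence 525/598 nm.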
# USP2a block: qHTS Assay for Inhibitors of Ubiquitin-specific Protease USP2a Using CHOP2 as the Reporter; Ubiquitin carboxyl-terminal hydrolase 2 (Homo sapiens), O75604; USP2 core, Ub-CHOP2 coupled fluorogenic reporter, 485/531; Potency, µM (doses to about 38.3 µM), for inactives: top-dose activity change, negative = inhibition, actives largely listed as inhibitors; actives 0.01% (n = 330,000); AID 463254, 2010;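 further: potency means the concentration at half of the fitted maximal effect; plate controls were DMSO wells for no effect and full inhibition by NEM control for full effect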
# Target sequence (O75604 whole entry, looked up): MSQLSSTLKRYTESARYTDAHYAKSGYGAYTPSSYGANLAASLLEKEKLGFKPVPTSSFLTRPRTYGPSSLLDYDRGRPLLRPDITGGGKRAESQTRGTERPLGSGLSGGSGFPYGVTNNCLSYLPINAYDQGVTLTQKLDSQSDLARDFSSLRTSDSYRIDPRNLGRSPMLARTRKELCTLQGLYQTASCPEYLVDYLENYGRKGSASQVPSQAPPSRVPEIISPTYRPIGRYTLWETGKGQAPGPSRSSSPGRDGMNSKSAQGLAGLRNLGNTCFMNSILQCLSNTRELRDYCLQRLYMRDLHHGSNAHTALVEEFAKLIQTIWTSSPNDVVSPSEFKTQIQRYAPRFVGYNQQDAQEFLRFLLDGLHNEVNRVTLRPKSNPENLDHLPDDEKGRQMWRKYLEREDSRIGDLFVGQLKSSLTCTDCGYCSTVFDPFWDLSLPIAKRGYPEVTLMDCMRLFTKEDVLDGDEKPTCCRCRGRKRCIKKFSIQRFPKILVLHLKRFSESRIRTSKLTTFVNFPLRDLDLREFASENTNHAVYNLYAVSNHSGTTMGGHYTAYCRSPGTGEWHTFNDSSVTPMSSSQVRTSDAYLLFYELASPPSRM
#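 USP2 core (10nM final) preincubated 30min RT with compound in 20mM Tris-HCl pH 8.0, 2mM CaCl2, 2mM beta-mercaptoethanol, 0.05% CHAPS; 25nM Ub-CHOP2 plus 25nM reporter substrate added, fluorescence (Ex485/Em531) read after 60min.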
# uPA generation: qHTS for Inhibitors of Cell Surface uPA Generation | cell surface uPA generation assay, qHTS | AID 540303, 2011 | Potency, µM (highest dose often 38.3 µM), inactives show at the top dose activity change, negative = inhibition, usual class: inhibitors | actives 0.31% (n = 330,000); active means well fitted inhibition curve with a large enough effect; inconclusive means small, poorly fitted or top-dose-only effect; inactive means no such curve, though single readings can be large or run the other way; tested in mouse RAW 264.7 cells; further: potency means the concentration at half of the fitted maximal effect; nearly all actives have a fitted effect of over 55% in size
# KCNH2 3.1 inh: qHTS for Inhibitors of KCHN2 3.1: Mutant qHTS; actives 0.95% (n = 340,000); AID 720553, 2013; U2OS KCNH2 3.1, thallium flux FluxOr; active compounds read low; activity change, % (tested at about 1.8 µM); Potassium voltage-gated channel subfamily H member 2, brain isoform KCNH2 3.1 (human);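 active means maximum activity change below -70%; inconclusive means maximum activity change from -70% to -50%; inactive means maximum activity change above -50%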;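 further: thallium influx rate constant from kinetic fluorescence after stimulation buffer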
#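 Thallium flux read-out: FluxOr dye with Red40 quencher in HBSS/HEPES, 45 min at RT. Rate constants from kinetic reads were normalized to positive and negative DMSO controls. Cells: U2OS virally expressing the 3.1 isoform.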
# PKM2 activator: qHTS Assay for Activators of Human Muscle isoform 2 Pyruvate Kinase; AID 1631, 2009; actives 0.34% (n = 260,000); purified PKM2, Kinase-Glo ATP luminescence, activation; response scale: 0% is enzyme alone, no compound; Potency, µM (series often up to 57.5 µM), for the others: top-dose activation, usual class: activators; further: potency means the concentration at half of the fitted maximal effect; nearly all actives have a fitted effect of over 55% in size
#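 hPK-M2, >95% pure; 0.1 mM ADP / 0.5 mM PEP final; imidazole pH7.2 buffer w/ 7 mM MgCl2, 50 mM KCl; 1 h RT; Kinase-Glo lum. Intermediate enzyme activity for dual inhibitor/activator qHTS.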
# hERG WT inh: qHTS for Inhibitors of KCHN2 3.1: Wildtype qHTS; Voltage-gated inwardly rectifying potassium channel KCNH2 (Homo sapiens), Q12809; actives 0.37% (n = 340,000); activity change, % at 1.84 µM; U2OS, BacMam KCNH2, thallium flux FluxOr; active compounds read low; AID 720551, 2013;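 active means maximum activity change below -70%; inconclusive means maximum activity change between -70% and -50%; inactive means maximum activity change above -50%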
#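 U2OS cells transduced with wild-type KCNH2 virus are loaded with FluxOr dye for 45 min, and thallium flux is measured in kinetic reads before and after stimulation buffer. Rate constants are normalized to DMSO controls.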
# Chronic BCR inh: qHTS Assay to Find Inhibitors of Chronic Active B-Cell Receptor Signaling; ABC-DLBCL IkBa-CBG/CBR reporter, luminescence ratio, 4 h; actives 0.05% (n = 340,000); Potency, µM (top dose mostly 46.1 µM), for inactives: at the highest dose ratio change, negative = lower green/red ratio, hits mostly inhibitors; active means well fitted inhibition curve with a large enough effect in the signal ratio, with a control signal flat, not every such curve was filed as active; inconclusive means small, poorly fitted or top-dose-only effect, or effect the other way, or a change in a side signal; the % refers to the signal ratio;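 further: potency means the concentration at half of the fitted maximal effect; plate controls were basal doxycycline-induced cells for no effect and cells given 10 µM MG132 for full effect; MG132 reads +100%, hits lower the ratio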
#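 Doxycycline induced both beetle luciferases in TMD8 lymphoma cells; IKK-driven degradation limits the IkappaBalpha-fused green signal, while red luminescence normalises for cell number and nonspecific effects. Compounds tested up to 46 uM, 4 hrs.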
# Giardia killer: Small Molecules that selectively kill Giardia lamblia: qHTS; AID 540267, 2011; Giardia lamblia trophozoite viability; activity change, % at 7.66 µM, hits read low; actives 0.15% (n = 340,000); in the data active means activity change below about -80%; inconclusive means between about -30% and that limit;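 further: parasites exposed to compound for two days anaerobically before the ATP read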
#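 Each well holds 100 Giardia trophozoites and compound. After two days (48 hrs) at 37 deg C in anaerobic conditions, ATP is quantified by luminescence.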
# The depositor's hits bear a star; ? = inconclusive; / = not tested or not shown; [ ] = remark or other dose. Unless noted, the call rests on the fitted dose curve; in most records, active means well fitted curve in the direction sought with a large enough effect; inconclusive means small, poorly fitted or top-dose-only effect, or another doubt; inactive means no such curve, though single readings can be large; an effect the other way counts as inactive or inconclusive. Unless noted, on the % scale 0 is the no-effect control and ±100 the full control effect.
SMILES,B2AR arrestin,GALK inhibitor,Eya2 inh,FBPA coupling cs,USP2a block,uPA generation,KCNH2 3.1 inh,PKM2 activator,hERG WT inh,Chronic BCR inh,Giardia killer
O=C(CCN1C(=O)/C(=C/c2cccs2)SC1=S)N1CCCCC1,-0.3%,6%,1%,0,-2%,0%,-15,/,-5,0%,7
COc1ccccc1CC(=O)Nc1cccc(F)c1,-0.3%,6%,16%,2,1%,0%,26,10%,-3,8%,0
CCOc1ccc(NC(=O)Nc2nnc(CC)s2)cc1,0.0%,3%,-2%,3,3%,0%,-5,8%,-18,19%,5
Cc1ccc(C2=NC3(CCCCCC3)NC2=S)cc1,-0.2%,2%,4%,-2,3%,-1%,-1,-9%,-1,10%,10
COc1cc(C(=O)NCCOc2cccc(C)c2)c(Br)c(OC)c1OC,0.1%,0%,6%,1,-9%,-2%,6,2%,4,6%,25
O=C(N/N=C/c1ccccn1)c1cc(-c2ccc(Br)cc2)nc2ccccc12,0.4%,0%,3%,-1,1%,-7%,-24,-3%,-17,4%,-10
COC(=O)c1ccc(NC(=O)CSc2nncc3ccc(OC)c(OC)c23)cc1,-0.2%,4%,-2%,-1,2%,3%,6,-6%,4,-11%,1
CC(C)Cn1c(/C=N/Nc2nc3ccccc3[nH]2)nc2ccccc21,2.9%,1%,-1%,0,3%,-1%,-28,-13%,3,2%,-14
COc1ccc2[nH]c(C(=O)NCCCN3CCCC3=O)c(C)c2c1,0.0%,7%,-1%,/,-3%,1%,16,/,-9,-8%,-5
Cc1ccccc1-c1n[nH]c(=S)n1C,0.1%,-1%,-2%,-3,-2%,2%,22,4%,-3,1%,10
NC(CC(=O)OC1CCCCC1)C(=O)OC1CCCCC1 (configuration not stated),-0.3%,0%,-8%,3,0%,-2%,-2,-1%,4,-7%,6
COc1ccc2c(c1)C(NS(=O)(=O)OCC(Cl)(Cl)Cl)CCC2 (configuration not stated),-0.3%,/,7%,-2,3%,-5%,/,5%,/,-10%,16
COc1ccc(CNC(=O)C[C@H]2C[C@H](C(=O)N3CCOCC3)[C@@]3(C)c4[nH]c5cc(CCC(=O)N(C)C)ccc5c4CCN3C2=O)cc1OC,-1.6%,/,-4%,/,-3%,9%,2,/,-7,-3%,13
CC1=CCC(/C=N\Nc2nnc3c(n2)[nH]c2ccccc23)CC1 (configuration not stated),0.4%,1%,6%,1,1%,/,/,1%,/,?,/
c1ccc(-c2ccccc2OCCCN2CCOCC2)cc1,-0.3%,0%,?,0,?,10%,-10,22%,12,-2%,-14
O=C(COC(=O)/C=C/c1cccc(C(F)(F)F)c1)NC(c1ccccc1)c1ccccc1,-0.4%,2%,-5%,3,-3%,2%,1,1%,-28,0%,18
O=C(NC1=NCCS1)c1ccc(Cl)c(S(=O)(=O)N2CCOCC2)c1,-1.0%,-3%,-6%,2,0%,-3%,4,1%,-11,4%,22
COc1ccc(Cc2nnc(NN)[nH]c2=O)cc1OC,0.2%,-3%,-1%,-2,1%,-1%,-5,/,0,-10%,6
C/C(N)=C(/C#N)C(=O)COC(=O)c1ccc(O)cc1,-0.9%,2%,1%,7,4%,-1%,6,7%,-29,-1%,-25
Cc1ccccc1C(=O)OCCN1CCOCC1,-1.2%,1%,0%,-1,2%,4%,2,0%,37,7%,5
COc1c(C)cc(C(=O)C2CCCN(C(=O)c3cc(C)n(C)n3)C2)cc1C (configuration not stated),0.2%,4%,-4%,/,0%,-10%,-23,/,6,?,-22
O=C(NNC(=O)c1ccccc1Br)c1cccs1,0.1%,-4%,-4%,2,-1%,-3%,13,0%,3,-1%,5
CCOC(=O)N1CCN(C(=O)C2CCCN(S(=O)(=O)c3ccc(F)cc3)C2)CC1 (configuration not stated),0.0%,5%,-4%,2,1%,4%,-4,13%,-14,0%,-3
CN(Cc1ccccc1)C1=CC(=[N+]2CCCCC2)CC(C)(C)C1,-1.1%,0%,6%,-2,8%,?,-1,1%,2,?,36[activator]
COc1ccc(-c2csc(NC(=O)c3ccc(N4C(=O)CCC4=O)cc3)n2)cc1OC,0.0%,16%,7%,-2,0%,1%,10,2%,2,1%,-4
O=C(c1ccc(CS(=O)(=O)c2ccc(Br)cc2)o1)N1CCN(c2ccccn2)CC1,-1.6%,2%,9%,2,-5%,-4%,9,0%,-8,7%,16
O=S(=O)(NCC1CCCO1)c1ccc(S(=O)(=O)N2CCCC2)cc1 (configuration not stated),0.1%,-2%,9%,0,-3%,16%,0,-2%,-6,-3%,15
O=S(=O)(Nc1ccc(S(=O)(=O)N2CCCCC2)cc1)c1ccc(Br)s1,-0.1%,-1%,-34%,6,2%,4%,-1,0%,1,?,-15
COc1ccc(CNC(=O)CCN2C(=O)c3ccccc3C2=O)cc1,0.3%,-5%,-12%,-3,1%,7%,9,/,-9,?,6
O=C(O)c1oc2ccc(Br)cc2c1-n1cccc1,-0.7%,-5%,18%,3,-1%,/,10,-1%,-38,1%,8
CCOC(=O)Cc1csc(N/C(=N/S(=O)(=O)c2cc(Br)ccc2OCC)c2ccccc2)n1,0.3%,-3%,-4%,7,1%,-1%,-170*,-2%,-261*,-6%,12
COc1ccc(NC(=O)C2CCN(S(=O)(=O)c3ccc4[nH]c(=O)oc4c3)CC2)c(OC)c1,0.1%,1%,2%,/,3%,10%,9,/,17,4%,12
O=C(Nc1ccc2oc(-c3cccc(F)c3)nc2c1)c1ccccc1F,-0.2%,1%,10%,5,3%,-7%,9,4%,3,?,1
CC(C)NC(=O)CNc1ccc(C(F)(F)F)cc1[N+](=O)[O-],-1.0%,-2%,-7%,1,7%,-13%,16,-47%,-5,5%,-3
O=C(Nc1nc2c(s1)CCCC2)C1COc2ccccc2O1 (configuration not stated),0.2%,-2%,-2%,1,1%,?,-22,-24%,-1,?,-17
CCc1ccccc1NC(=O)c1cc(S(=O)(=O)N2CCCC2)c[nH]1,0.5%,/,2%,0,1%,3%,-18,-1%,-1,-2%,-7
Cc1ccc(S(=O)(=O)NCc2ccc(C(=O)N3CCN(Cc4ccccc4)CC3)cc2)cc1,-0.7%,0%,-7%,-1,2%,-9%,12,4%,6,5%,15
O=C(O)CC(CC(=O)Nc1ccc(N2CCOCC2)cc1)c1ccccc1 (configuration not stated),-1.0%,/,-1%,4,2%,3%,-10,5%,-7,7%,-19
CCN(CC)C(=O)C1CCCN(Cc2ccc3ccccc3c2)C1 (configuration not stated),-0.4%,5%,-7%,-4,-2%,0%,-16,0%,-3,0%,-4
CC1CCCN(C(=O)c2ccc(CNc3c(N4CCCCC4)c(=O)c3=O)cc2)C1 (configuration not stated),-1.1%,3%,-6%,-2,2%,43%[activator],-4,-1%,2,12%,-26
COc1cc(Nc2nc3ccccc3n3nnnc23)cc(OC)c1OC,0.2%,2%,24%,0,5%,6%,7,0%,7,?,-10
CCc1cc(C(=O)N(C)CC(=O)N(CC(C)C)c2c(N)n(CC(C)C)c(=O)[nH]c2=O)sc1C,-0.8%,-1%,-3%,-1,1%,17%,7,1%,-2,4%,7
O=C(Cn1c(=S)[nH]c2ncccc2c1=O)NCCc1ccccc1,-0.1%,-2%,6%,1,5%,/,/,9%,/,6%,/
CC(C)(C)N1CC23C=CC(C[C@@H]2C1=O)O3 (some centres not stated),-0.2%,/,8%,/,1%,4%,10,/,0,0%,-17
COC(=O)c1sc2ncn(CC(=O)NCCc3ccc(OC)c(OC)c3)c(=O)c2c1C,-1.3%,4%,-2%,-2,-1%,5%,-14,-4%,1,2%,0
Cc1ccc(S(=O)(=O)N2CCOCC2)cc1NC(=O)COC(=O)c1ccc(Cl)nc1,-0.2%,/,-1%,/,2%,1%,-4,/,-3,0%,-1
COc1ccc(CN(C)C(=O)CCc2ccc(S(=O)(=O)N3CCCCCC3)cc2)c(OC)c1,-0.1%,/,-5%,/,-10%,?,-5,/,10,-3%,-26

# An unsorted share of the library; about 2.4% have a hit in one of these screens.
